Screens from PubChem BioAssay.
CCT chaperon mod: cytosolic chaperonin activity modulation. hit rate 0.3% among 360,000. activity change, % (no concentration beside the values), hits read low. purified chaperonin ATPase assay, HTRF ADP detection, 30 min; in the data active = activity change below about -30%; also: % is scaled to controls: 0 for no effect and ±100 for the full control effect
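We incubate TRiC, 40 or 20 nM final, with library compounds at 76 uM and 10 uM ATP for 30 min at 37 °C. ADP formed is detected with Transcreener HTRF reagents after 30 min at room temperature.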
EPAC2 antagonist: blocks human EPAC2 exchange factor. AID 720708. EPAC2 GEF exchange of Rap1B-BODIPY-GDP, fluorescence. hit rate 0.18% among 360,000. Potency, µM (doses to about 114 µM), inactives show at the highest dose activity, negative = inhibition, usual class: inhibitors; also: potency is read from the fitted curve at half-maximal effect; % is scaled to controls: 0 for no effect and ±100 for the full control effect; nearly all actives have a fitted effect of over 45% in size; many of its hits are not listed in these tables
Target sequence (Q8WZA2 whole entry, looked up): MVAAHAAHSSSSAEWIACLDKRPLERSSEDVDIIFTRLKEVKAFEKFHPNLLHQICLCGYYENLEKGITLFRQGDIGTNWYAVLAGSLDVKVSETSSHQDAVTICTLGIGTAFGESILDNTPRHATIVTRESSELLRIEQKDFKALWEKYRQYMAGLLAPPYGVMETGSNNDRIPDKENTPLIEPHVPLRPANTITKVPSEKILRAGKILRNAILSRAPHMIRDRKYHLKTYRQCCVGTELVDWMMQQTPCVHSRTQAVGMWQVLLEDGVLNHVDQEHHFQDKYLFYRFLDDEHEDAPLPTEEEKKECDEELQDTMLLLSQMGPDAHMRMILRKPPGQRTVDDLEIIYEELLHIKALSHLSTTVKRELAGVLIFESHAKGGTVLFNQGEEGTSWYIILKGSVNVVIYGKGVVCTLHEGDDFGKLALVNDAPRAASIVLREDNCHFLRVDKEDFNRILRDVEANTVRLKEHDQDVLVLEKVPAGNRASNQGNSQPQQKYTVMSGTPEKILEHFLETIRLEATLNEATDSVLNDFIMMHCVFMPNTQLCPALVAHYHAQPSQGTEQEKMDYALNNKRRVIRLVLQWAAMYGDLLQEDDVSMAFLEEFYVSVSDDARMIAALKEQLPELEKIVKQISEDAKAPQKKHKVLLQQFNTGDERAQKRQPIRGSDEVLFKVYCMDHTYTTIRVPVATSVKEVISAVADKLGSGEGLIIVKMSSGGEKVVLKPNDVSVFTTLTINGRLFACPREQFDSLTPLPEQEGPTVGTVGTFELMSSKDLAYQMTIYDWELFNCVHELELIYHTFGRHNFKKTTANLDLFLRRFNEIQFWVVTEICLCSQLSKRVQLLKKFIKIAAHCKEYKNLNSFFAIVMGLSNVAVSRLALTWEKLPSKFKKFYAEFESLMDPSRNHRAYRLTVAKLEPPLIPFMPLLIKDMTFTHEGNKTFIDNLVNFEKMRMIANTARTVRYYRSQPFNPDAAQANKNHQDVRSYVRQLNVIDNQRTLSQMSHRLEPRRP
EPAC2 agonist: EPAC2 (human) agonism | hit rate 0.079% among 360,000 | Potency, µM (doses to about 154 µM), without a hit: at the highest dose activation, hits mostly activators | EPAC2 activation, biochemical qHTS; response scale: 100% = 6.5 mM cAMP response | Q8WZA2; also: potency is read from the fitted curve at half-maximal effect; nearly all actives have a fitted effect of over 50% in size
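qHTS, titration series. 100 nM EPAC2 / 250 nM Rap1B-BODIPY-GDP / 50 uM GDP; RT; ex 480/em 540 nm, 5-min reads to 30 min. Norm. to 6.5 mM cAMP = activation.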
PTHR1 agonist: agonists of human PTHR1 parathyroid hormone receptor. Q03431. hit rate 0.075% among 410,000. Potency, µM (titrated, usually from 115 µM), inactives show at the highest dose activation, actives largely listed as activators. HEK293 GP2 PTHR1 cells, GloSensor cAMP luminescence, 1 h; also: potency is read from the fitted curve at half-maximal effect; nearly all actives have a fitted effect of over 55% in size; some results filed as inactive show a strong effect at the top dose; inactives centre near -15; many of its hits are not listed in these tables
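HEK-293-derived GP2 cells expressing PTHR1 and a GloSensor cAMP reporter, 3,000/well, plated overnight, given luciferin plus IBMX (each 0.5 mM as added) for 1 h at 37 °C, then compound for 1 h at 37 °C. Luminescence was read after 15 min at room temperature.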
Mm-Cpn inhibitor: M. maripaludis TRiC chaperonin inhibition. purified Mm-Cpn ATPase, ADP Transcreener TR-FRET. Potency, µM (highest dose often 76.9 µM), without a hit: at the highest dose activity, negative = inhibition, actives largely listed as inhibitors. hit rate 0.031% among 330,000; also: potency is read from the fitted curve at half-maximal effect; % is scaled to controls: 0 for no effect and ±100 for the full control effect; nearly all actives have a fitted effect of over 80% in size
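ATPase read-out: TR-FRET ADP immunoassay (anti-ADP Eu cryptate vs ADP-d2), ex 320 nm, em 590/665 nm; signal drops as ADP forms. Enzyme 25 nM, ATP 10 uM, 30 min at 37°C after 10 min compound preincubation.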
DRD3 antagonist: D3 dopamine receptor (human) antagonism; D3R cells, DiscoveRx beta-arrestin luminescence, antagonist mode; hits give low values; hit rate 2.5% among 360,000; P35462; max response, negative = inhibition, %; AID 652054; in the data active = max response below about -50%; inconclusive = no clear call, values can overlap the other calls; also: % is scaled to controls: 0 for no effect and ±100 for the full control effect; mostly tested at two doses, the higher about 12 µM
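Cells plated overnight at 1500 cells/well, then exposed to library compounds with dopamine controls for 90 minutes at 37 degrees C. DiscoveRx reagent added for 30–60 minutes at room temperature; luminescence read, quantitative HTS format.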
D3 ag: D3 dopamine receptor (human) agonism; P35462; D3R DiscoveRx beta-arrestin cells, luminescence, 90 min; hit rate 0.58% among 410,000; max activation, %; in the data active = max activation above about 30%; also: 0% is about no effect; mostly tested at two doses, the higher about 12 µM
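Cells at 1500/well, incubated overnight, then treated with pinned compounds (dopamine as control) for 90 min at 37 degrees C. DiscoveRx reagent added for 30 - 60 minutes at room temperature; luminescence read.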
Akt phos inh: Akt phosphorylation inhibition | Neuro2A IGF-stimulated pAkt S473 HTRF, 20 min; hits give low values | activity change, % for hits at 50 µM | hit rate 0.32% among 360,000 | AID 651550; in the data active = activity change below about -80%; inconclusive = mostly about -51% to -80%; also: % is scaled to controls: 0 for no effect and ±100 for the full control effect
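Single-point screen (50 µM final compound) in Neuro2A cells stimulated 20 min with 6 nM IGF at 37 deg C. After lysis, Ser473-phosphorylated Akt read by HTRF (ex 330 nm, em 615/665 nm) as the 665/615 ratio.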
The depositor's hits bear a star; i = inactive; ? = inconclusive; nt = not tested or not shown; & = joins results of further samples; [ ] = another dose, or the depositor's remark. Unless noted, calls follow the shape of the dose curve; as a rule, active = well fitted curve in the direction sought with a large enough effect; inconclusive = small, poorly fitted or top-dose-only effect, or another doubt; inactive = no such curve, though single readings can be large; an effect the other way counts as inactive or inconclusive. Only part of the results is shown. The share of hits here may be higher or lower than overall.

SMILES	CCT chaperon mod	EPAC2 antagonist	EPAC2 agonist	PTHR1 agonist	Mm-Cpn inhibitor	DRD3 antagonist	D3 ag	Akt phos inh
O=C(CS(=O)(=O)c1ccc(Cl)cc1)Nc1nnc(-c2cccs2)o1	0.8	-0.2%	4.2%	-10.6%	0.7%	11.4	5.6	i
Cc1ccc(S(=O)(=O)N2CCN(CC(=O)Nc3ccccc3C(=O)NC3CC3)CC2)cc1	2.7	-1.7%	8.6%	i	0.3%	12.9	0.3	i
CCc1ccc(-c2cc(C)no2)cc1S(=O)(=O)NCCc1ccccc1	1.0	-24.1%	12.0%	-14.6%	-1.0%	-3.0	4.9	i
O=C1/C(=C/c2cccnc2)SC(=S)N1C1CCS(=O)(=O)C1 (stereo not drawn)	-3.2	2.7%	10.1%	-16.1%	0.2%	-20.8	-3.0	i
COCCN1CCn2c(nc3cc(NC(=O)c4cccs4)ccc32)C1	-0.6	-2.7%	12.9%	-3.5%[57.5 µM]	1.1%	-14.4	-2.4	i
O=C(NCc1ccccn1)C(C(=O)c1cccc([N+](=O)[O-])c1)n1cc(Cl)ccc1=O (stereo not drawn)	0.2	0.6%	0.5%	i	0.4%	16.6	-2.8	i
COC(=O)Cc1[nH]nc2c1C(c1cccc(OC)c1OC)C(C#N)=C(N)O2 (stereo not drawn)	0.0	-0.9%	-1.9%	i	0.4%	-4.3	1.3	i
COCCNC(=O)CCSCc1ccccc1F	-2.1	-2.4%	5.5%	i	-1.4%	12.3	3.3	i
O=c1c(Cl)c(N/N=C/c2ccc(Cl)cc2)cnn1-c1ccccc1	2.1	11.3%	-3.2%	-12.2%	2.4%	0.1	1.1	i
Cc1cnc(C(=O)Nc2nnc(SCc3c(Cl)cccc3Cl)s2)cn1	-0.8	-16.8%	-8.7%	-16.7%	-2.5%	8.7	1.2	i
O=C(COC(=O)c1ccc(Cl)nc1)Nc1cc(S(=O)(=O)N2CCCCC2)ccc1Cl	-0.4	-10.1%	10.7%	-0.1%	-0.1%	0.6	4.7	i
COc1ccccc1CNS(=O)(=O)c1ccc(N2CCCC2)cc1Br	-3.5	0.1%	15.9%	i	-2.8%	0.0	-3.8	i
COc1ccc(CC(=O)NNC(=O)COc2ccc(C)cc2)cc1S(=O)(=O)N1CCOCC1	0.1	7.2%	-3.8%	-10.4%	0.9%	0.8	-12.4	i
CN1CCC(=O)N(CCSc2ccc(Br)cc2)CC1	-0.7	1.9%	6.8%	18.6%	3.0%	-56.4*	-31.2	i
Cc1ccc(S(=O)(=O)N(CC(=O)NCc2cccs2)c2ccccc2)cc1	1.3	?	4.9%	-3.9%	0.1%	-66.1*	-30.2	i
CC(C)Oc1ccc(S(=O)(=O)N2CCOCC2)cc1NC(=O)Cc1ccsc1	-6.4	-2.0%	17.8%	-9.9%	-3.1%	4.4	0.2	i
COc1ccc(C2CC(=O)c3cnc(Nc4cc(C)cc(C)c4)nc3C2)cc1 (stereo not drawn)	0.8	-1.3%	16.7%	-30.5%	-2.3%	-9.9	48.9*	i
COC(=O)c1cc(C#N)c(N2CC(C)OC(C)C2)nc1C (stereo not drawn)	-3.1	-12.1%	2.3%	-50.9%[inhibitor]	-0.7%	-0.9	3.1	i
O=[N+]([O-])c1ccc(COc2ccc(CN3CCCC3)cc2)cc1	-1.1	0.1%	1.2%	-36.9%	nt	-20.8	0.0	i
O=C(c1ccccc1)N1CCN(C(=O)c2ccccc2)C1c1ccccc1	-0.1	6.4%	-4.1%	i	1.9%	-51.0*	-5.7	i
COc1ccc(CCNC(=O)CSc2nnnn2Cc2ccc3c(c2)OCO3)cc1OC	2.4	15.5%[57.1 µM]	13.9%	-5.9%[57.5 µM]	-3.0%	-24.2	-11.1	i
COc1ccc2nc(NCCNC(=S)NCCCN3CCOCC3)c(C#N)cc2c1	0.9	-6.8%	7.6%	-1.2%	-1.2%	0.6	3.0	i
Cc1ccc(N(CC(=O)NC(C)C)C(=O)CCC(=O)Nc2nccs2)c(C)c1	-3.8	3.7%	8.4%	i	-0.9%	-13.4	1.0	i
CCN(c1ccc(NS(=O)(=O)c2cc(Cl)ccc2Cl)cc1)C(C)C	0.1	-22.6%	15.3%	-32.2%[inhibitor]	2.2%	-10.9	0.0	i

3 entries from above, ordered by molar mass, ascending:
SMILES	CCT chaperon mod	EPAC2 antagonist	EPAC2 agonist	PTHR1 agonist	Mm-Cpn inhibitor	DRD3 antagonist	D3 ag	Akt phos inh
COC(=O)c1cc(C#N)c(N2CC(C)OC(C)C2)nc1C (stereo not drawn)	-3.1	-12.1%	2.3%	-50.9%[inhibitor]	-0.7%	-0.9	3.1	i
O=C1/C(=C/c2cccnc2)SC(=S)N1C1CCS(=O)(=O)C1 (stereo not drawn)	-3.2	2.7%	10.1%	-16.1%	0.2%	-20.8	-3.0	i
O=c1c(Cl)c(N/N=C/c2ccc(Cl)cc2)cnn1-c1ccccc1	2.1	11.3%	-3.2%	-12.2%	2.4%	0.1	1.1	i

New compounds follow.
SMILES	CCT chaperon mod	EPAC2 antagonist	EPAC2 agonist	PTHR1 agonist	Mm-Cpn inhibitor	DRD3 antagonist	D3 ag	Akt phos inh
O=S(=O)(/C=C/c1ccccc1)NC1CCCCCCC1	-1.5	-10.1%	12.0%	-11.1%	-0.6%	-2.3	1.8	i
O=C1C(Cl)=C(N2CCN(Cc3ccccc3)CC2)C(=O)N1c1ccccc1	2.2	4.7%	14.7%	i	-0.5%	-18.1	-12.8	i
O=C(COc1ccc(/C=N/NS(=O)(=O)c2ccccc2)cc1)Nc1ccccc1	-1.9	-2.8%	15.4%	-38.7%[inhibitor]	-0.4%	-22.1	-3.4	i
COc1ccc(CCNC(=O)CN(C)S(=O)(=O)c2ccc(OC)cc2)cc1	0.1	-6.1%	2.9%	i	-0.4%	-2.7	-1.7	i
COc1cccc(NC(=O)CSc2ccc(-c3ccco3)nn2)c1	-0.6	6.0%	11.3%	-40.4%[inhibitor]	-0.1%	8.7	2.8	i
CCOC(=O)c1[nH]c2cc3c(cc2c1NC(=O)CN1CC(C)CC(C)C1)OCO3 (stereo not drawn)	2.3	8.2%	-9.2%	?	2.2%	3.9	-4.0	i
Cc1ccnc(NC(=O)CCC(=O)N(CC(=O)NCc2ccccc2)Cc2ccco2)c1	0.4	-3.9%	6.1%	i	-0.5%	17.3	3.3	i
Cc1ccc(-c2nc(C(=O)NCC3CCCO3)cc3c2[nH]c2ccccc23)cc1 (stereo not drawn)	1.0	-7.4%	12.9%	-33.9%[inhibitor]	-20.3%	79.6	11.8	i
O=C(CN1CCN(c2ccccc2O)CC1)Nc1cc(S(=O)(=O)N2CCCC2)ccc1Cl	-0.5	2.5%	19.7%	-28.9%	0.5%	13.7	7.2	i
C/C(N)=C(/C#N)C(=O)COC(=O)CC12CC3CC(CC(C3)C1)C2	-9.7	-8.0%	-2.1%	i	3.3%	12.9	0.4	i
COc1ccc(CC(=O)OCC(=O)N2CCN(S(=O)(=O)c3ccc(C)cc3C)CC2)cc1OC	0.4	-3.2%	5.8%	-27.3%	1.6%	-21.5	-5.3	i
Cc1ccccc1-c1n[nH]c(=S)n1Cc1ccccc1	-2.7	-7.0%	4.8%	-33.2%[inhibitor]	-5.4%	-2.0	-14.9	i
c1cnc(N2CCN(c3cnccn3)CC2)nc1	-0.4	6.9%	7.9%	-0.9%	0.0%	-4.0	-6.7	i
O=C(CCCCC(=O)Nc1c(I)cc(I)c(C(=O)O)c1I)Nc1c(I)cc(I)c(C(=O)O)c1I	0.7	7.5%	-0.2%	-20.8%	nt	-7.1	0.0&6.7	i
O=C(COC(=O)c1ccc(Cl)c(S(=O)(=O)N2CCN(c3ccc(F)cc3)CC2)c1)Nc1cccc(Cl)c1	0.4	-2.1%	-1.6%	-26.9%	-2.3%	14.4	3.3	i
CCn1cc(C(=O)NCc2ccccc2F)c(=O)c2ccc(C)nc21	-2.7	3.2%	-4.2%	i	-1.4%	3.2	13.0	i
COc1ccc2[nH]c(C(=O)O)c(CCN3C(=O)c4cccc([N+](=O)[O-])c4C3=O)c2c1	0.7	4.2%	5.6%	i	-0.7%	20.3	7.1	i
Nc1nonc1-n1nnc(C(=O)N/N=C/c2ccc3c(c2)OCO3)c1CSc1ccccc1	0.3	-18.0%	3.5%	-11.6%	3.3%	1.5	14.4	i
Clc1ccc(-c2nc3ccc(Br)cn3c2Cc2ccccc2)cc1	-2.7	-8.6%	1.1%	-54.2%[inhibitor]	nt	5.5	1.6	i
O=c1c2c3nc4ccccc4nc3n(CC3CCCO3)c2ncn1CCc1ccccc1 (stereo not drawn)	-0.6	-0.9%	-11.5%	i	1.3%	13.2	4.1	i
CC1CCN(C(=O)Cn2c(=O)oc3ccccc32)CC1	3.6	14.1%	4.8%	-3.2%	-0.3%	0.0	-4.4	i
CCOc1cc(/C=C/C(=O)O)ccc1OCc1ccccc1	-0.3	8.5%	-2.6%	i	-0.6%	-2.9	5.5	i
Cc1ccc(NC(=O)CSc2nc(=O)n(CCCN(C)C)c3c2CCC3)c(C)c1	-0.2	0.1%	-1.8%	-5.6%	-1.3%	1.5	1.2	i
CN1CCN(c2nc(-c3ccc(Br)cc3)nnc2-c2ccccc2)CC1	-1.3	-2.8%	-3.9%	i	0.6%	-14.1	-14.8	i
Cc1ccc2c(c1)C1CN(C)CCC1N2S(=O)(=O)c1ccc(C(C)C)cc1 (stereo not drawn)	-0.8	-5.6%	1.4%	-25.0%	-0.5%	-14.4	-21.9	i
O=C(C1CCC(=O)N(C2CCCC2)C1)N1CCN(c2ccc(Cl)cc2)CC1 (stereo not drawn)	-0.9	1.3%	-0.6%	-15.2%	1.6%	0.9	24.3	i
c1cc(CN2CCCCC2)cc(OCCCNc2nc3ccccc3s2)c1	2.0	-2.6%	3.0%	i	nt	-75.0*	-79.5&-19.5	i
COc1ccc(OC)c(NC(=O)c2cccc3c2C(=O)N(C2CCCCC2)C3)c1	0.3	-7.4%	7.1%	-7.6%&-1.0%	1.5%	22.3	6.7&-4.4	nt
O=C(Nc1ccnn1C1CCN(Cc2cccc(O)c2)CC1)C1CCCC1	-2.7	-3.7%	8.9%	i	-0.4%	-12.1	-6.4	i
Cc1ccc(NC(=O)CN2C(=O)NC3(CCc4ccccc43)C2=O)cc1 (stereo not drawn)	-0.5	2.6%	2.3%	i	-3.9%	-22.9	2.6	i
CCOc1cccc2sc(N(CCN(C)C)C(=O)c3cc4ccccc4cc3OC)nc12	-2.2	-15.0%	20.6%	-11.2%	0.9%	-70.6*	-14.9	i
